Kir21 block: inhibitors of mouse Kir2.1 inward-rectifier potassium channel | HEK293-Kir2.1, FluxOR thallium flux fluorescence; active compounds read low | B-score at 10 µM | actives 0.85% (n = 310,000) | AID 1672;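 active = fluorescence ratio B-score at or below minus 3 SD of library scores, with starting-brightness B-score within 2 SD, cut at about -4.2 in these data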;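 note: channel flux triggered by added potassium and thallium sulfate stimulus; B-score of peak minus minimum fluorescence over baseline after thallium stimulus; more negative B-score means stronger Kir2.1 block with less thallium influx; some compounds called inactive have numbers as strong as hits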
Target sequence (P35561 whole entry, looked up): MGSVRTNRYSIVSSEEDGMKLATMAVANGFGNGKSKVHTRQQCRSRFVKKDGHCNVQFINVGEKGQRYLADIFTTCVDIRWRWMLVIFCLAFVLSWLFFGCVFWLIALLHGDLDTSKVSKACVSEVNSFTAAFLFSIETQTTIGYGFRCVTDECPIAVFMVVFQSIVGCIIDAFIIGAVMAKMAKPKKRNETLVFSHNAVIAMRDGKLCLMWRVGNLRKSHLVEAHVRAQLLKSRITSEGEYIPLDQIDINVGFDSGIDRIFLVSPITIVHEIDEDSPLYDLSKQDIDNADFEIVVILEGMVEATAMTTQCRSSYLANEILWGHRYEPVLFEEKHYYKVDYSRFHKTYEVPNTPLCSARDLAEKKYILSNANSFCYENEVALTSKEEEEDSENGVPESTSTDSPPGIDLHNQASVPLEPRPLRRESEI
STK33 kinase inh: blocks human STK33 kinase activity; purified STK33, MBP phosphorylation, ADP-Glo luminescence; actives 0.073% (n = 320,000); Q9BYT3; AID 2661; inhibition, % at 10 µM;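 active = inhibition at or above 25%, using the most active replicate where run in duplicate; inactive = inhibition below 25%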
Target sequence (Q9BYT3 whole entry, looked up): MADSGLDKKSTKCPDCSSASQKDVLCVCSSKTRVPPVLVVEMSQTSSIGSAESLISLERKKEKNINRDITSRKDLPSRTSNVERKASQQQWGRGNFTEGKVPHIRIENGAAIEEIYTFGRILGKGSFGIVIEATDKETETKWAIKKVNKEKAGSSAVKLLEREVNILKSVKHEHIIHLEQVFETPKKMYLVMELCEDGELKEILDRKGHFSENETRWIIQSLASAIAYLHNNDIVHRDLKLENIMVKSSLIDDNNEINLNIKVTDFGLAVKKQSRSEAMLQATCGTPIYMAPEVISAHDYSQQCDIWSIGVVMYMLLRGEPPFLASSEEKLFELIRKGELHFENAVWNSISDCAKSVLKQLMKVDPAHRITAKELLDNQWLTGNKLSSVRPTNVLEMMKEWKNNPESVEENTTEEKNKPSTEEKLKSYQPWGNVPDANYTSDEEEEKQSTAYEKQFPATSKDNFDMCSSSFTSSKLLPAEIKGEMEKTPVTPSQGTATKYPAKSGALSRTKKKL
* hit, by the source's call; / = not tested or not shown.

Values run as follows: Kir21 block | STK33 kinase inh
1: O=C(C(=O)N1CCc2ccccc2C1)c1c[nH]c2ccccc12
  0.96 | 0.3
2: Cc1ccc(/C=C/S(=O)(=O)NCC(=O)O)cc1
  -0.01 | 1.6
3: C=CCn1c(C)cc(C(=O)CN2NS(=O)(=O)c3ccccc3C2=O)c1C
  -0.01 | -1.3
4: O=C(Nc1cccnc1)OC1CCCCC1
  -0.49 | 0.5
5: COC(=O)C(NC(=O)CCC(=O)N[C@@H](C(=O)OC)c1ccccc1)c1ccccc1 (stereo not given in full)
  0.02 | 0.8
6: O=S(=O)(Nc1ccc(OC(F)F)cc1)c1ccc(-c2ccon2)s1
  1.8 | -0.3
7: CSCC[C@H](NC(=O)c1nn(C)c(=O)c2ccccc12)c1nc2ccccc2[nH]1
  -0.01 | -1.1
8: O=C(Nc1cccc(-c2cn3ccccc3n2)c1)c1cnccn1
  0.46 | 0.2
9: COc1ccc2c(c1)[nH]c(=O)c1sc3ccccc3c12
  0.16 | 0.0
10: O=C(OCCCOC(=O)c1ccc(Br)o1)c1ccc(Br)o1
  -0.94 | -0.4
11: c1ccc2c(NCC3CCCO3)nc(N3CCOCC3)nc2c1 (stereo not given)
  -0.7 | 0.2
12: CCOc1ccccc1NC(=O)c1cc(-c2cc(OC)c(OC)c(OC)c2)nc2ccccc12
  0.8 | -0.7
13: O=C(Nc1ccnc(-c2ccncc2)n1)c1ccc(Cl)cc1
  1.2 | 1.3
14: CCOC(=O)Cc1csc(NC(=O)CSc2nnnn2-c2ccc(F)cc2)n1
  1.8 | 0.1
15: O=S(=O)(c1ccc2ccccc2c1)N1CCN(S(=O)(=O)N2CCCCC2)CC1
  0.18 | -1.0
16: O=C(N/N=C/C=C/c1ccccc1[N+](=O)[O-])c1cccnc1
  0.5 | 11
17: Cc1ncc(CO)c(/C=N/NC(=O)c2cc(O)c(O)c(O)c2)c1O
  -1.1 | /
18: C(=N\N1CCN(C2c3ccccc3-c3ccccc32)CC1)/c1ccccn1
  -0.21 | -1.2
19: Cc1ccc(C(=O)N2CCC(C(=O)c3c(C)cc(C)cc3C)CC2)cc1
  -1.4 | -2.8
20: COC(CN1C(=O)C(O)=C(C(C)=O)C1c1ccccn1)OC (stereo not given)
  0.1 | -1.8
21: CCC(O)(CC)C(=O)N=Nc1c(O)[nH]c2ccccc12
  -0.01 | 0.1
22: COc1ccc(NC(=O)CN(c2ccccc2F)S(=O)(=O)c2ccc(C)cc2)c(OC)c1
  1.6 | -0.7
23: O=C(c1ccc(-n2cncn2)c([N+](=O)[O-])c1)N1CCN(S(=O)(=O)c2cccc(F)c2)CC1
  -0.05 | 0.8
24: CC(C)(C)C(=O)Nc1ccccc1C(=O)Nc1cc(Cl)ccc1Cl
  0 | 0.1
25: CCCCN(C)C(=O)c1cn(C)c2ccc(S(=O)(=O)N3CCC(C)CC3)cc2c1=O
  0.39 | 0.4
26: CC(=O)Nc1nnc(SCc2cccc(F)c2)s1
  -0.01 | -0.4
27: Cc1ccc(C(=O)N2NC(c3ccc(F)cc3)C3C(=O)N(c4ccc(C)cc4)C(=O)C32)cc1 (stereo not given)
  0.69 | -1.2
28: Cc1ccc(C(NC(=O)C2CCCCC2)c2c(O)ccc3ccccc23)cc1 (stereo not given)
  0.76 | -1.4
29: C=CCc1ccccc1OCC(O)CN1CCOCC1 (stereo not given)
  0.84 | -0.3
30: N#CC1(c2ccccc2)CCC(=NNS(=O)(=O)c2ccccc2)CC1 (stereo not given)
  / | -1.3
31: O=[N+]([O-])c1ccc(O)c(/C=N/Nc2ccccn2)c1
  0.73 | 0.1
32: CC1CN(C(=S)NC(=O)C2CCCCC2)CC(C)O1 (stereo not given)
  0.92 | 0.4
33: Cc1c(Cl)cccc1NC(=O)NCc1cccnc1
  0.03 | -0.4
34: O=S(=O)(Nc1ncccn1)c1ccc(NC(=S)N2CCN(Cc3ccc(F)cc3Cl)CC2)cc1
  1.7 | -1.7
35: CCOc1ccccc1NC(=S)N1CCN(c2nc(-c3cccc(OC)c3)cs2)CC1
  -0.99 | -0.6
36: Cc1ccc(/C=N/NC(=O)c2ccccn2)s1
  0 | -0.9
37: COC(=O)c1nn(-c2ccc(F)cc2)ccc1=O
  1.2 | 0.1
38: CC#CCN(CC#CC)S(=O)(=O)c1ccc(S(=O)(=O)N2CCOCC2)cc1
  -1.6 | 0.5
39: c1cnc2c(SCc3ccc(-c4nnco4)cc3)cccc2c1
  -1.4 | 0.5
40: COC(=O)CN1C(=O)CC(C)(C)Sc2ccccc21
  0.4 | -1.0
41: COc1ccccc1N1C(=NC(=O)COc2ccccc2)SC2CS(=O)(=O)CC21 (stereo not given)
  -0.87 | -4.3
42: COCCN1Cc2cccc(C(=O)NC3CCCCCC3)c2C1=O
  0 | -0.6
43: CCOC(=O)C1(Cc2ccccc2C(F)(F)F)CCN(C(=O)c2cc(C(C)=O)n[nH]2)CC1
  -0.24 | -1.3
44: Cc1nc(-c2ccc(F)cc2)c(CC(=O)N2CCN(S(=O)(=O)c3ccccc3Br)CC2)s1
  -0.72 | -0.1
45: CCCCNC(=O)C1CC(=O)N(CCC(C)C)C1 (stereo not given)
  0.92 | 0.0
46: COc1ccc(/C=C2/Sc3ccc(C(=O)NCCN4CCCCCC4)cc3NC2=O)cc1
  1.1 | 1.2
47: CCOC(=O)CNC(=O)Cn1cnc2c(oc3ccccc32)c1=O
  0.57 | -1.0
48: OCc1ccc2c(c1)c(-c1ccc3c(c1)OCCO3)c(-c1ccccc1)n2-c1ccccc1
  / | -4.5
49: CC(=O)Nc1ccc(-n2nnnc2SCC(=O)N2CCN(C(=O)c3ccco3)CC2)cc1
  -0.73 | 0.1
50: COc1ccc(/C=C(/NC(=O)c2cccs2)C(=O)Nc2ccc(C)cc2)cc1OC
  2.6 | -0.1
51: COC(=O)/C=C1\SC(=Nc2ccc(Cl)c(Cl)c2)NC1=O
  1.7 | -0.7
52: O=C(COc1ccc(Cl)cc1[N+](=O)[O-])NC1CCCCC1
  1.2 | 1.0
53: S=c1c2c(nc3nc[nH]n13)CCC2
  -0.96 | -1.9
54: O=C(NC(Cc1c[nH]c2ccccc12)C(=O)O)/C(=C\c1ccc2c(c1)OCO2)NC(=O)c1ccccc1 (stereo not given)
  1.3 | -0.3
55: CN1CCCCCC1=NC1=C(C#N)CCCC1
  0.88 | -1.7
56: CCN(C#N)c1nc(N(C)C)nc(N(C)C)n1
  -0.02 | 0.4
57: C/C(=N\NC(=S)NCc1ccccc1)c1ccccc1
  0.44 | -0.1
58: Cc1c(OC(C)C(=O)O)ccc2c3c(c(=O)oc12)CCCC3 (stereo not given)
  -0.27 | -0.7
59: O=C(/C=C/c1ccc([N+](=O)[O-])s1)N1CCCCC1
  -1.5 | -0.5
60: O=C(Nc1ccc(C(=O)O)cc1)/C(=C\c1ccc2c(c1)OCO2)NC(=O)c1ccco1
  0.68 | /

(list continues)
Values run as follows: Kir21 block | STK33 kinase inh
61: CCN(C(=O)C1CCN(S(=O)(=O)c2cccc3nonc23)CC1)c1ccccc1
  0.96 | -1.4
62: O=C(c1cc2nc(-c3ccco3)cc(C(F)(F)F)n2n1)N1CCCCCC1
  0.99 | 0.1
63: CNC(=O)C1CCN(C(=O)c2ccc(-c3ccccc3)cc2)CC1
  0.11 | -1.6
64: CCCCN1CCc2c([nH]c3ccc(C)cc23)C1=O
  -2.9 | -1.2
65: Cc1cc2oc(=O)c(CC(=O)O)c(C)c2c2occ(C(C)(C)C)c12
  1.5 | -0.2
66: COCCCNC(=S)N(CCCN(C)C)Cc1cc2cc3c(cc2[nH]c1=O)OCCO3
  -0.19 | 0.3
67: Cc1ccccc1NC(=O)Cc1nc(COC(=O)c2cccnc2Cl)cs1
  / | 0.0
68: Cc1cc(C)cc(OCC(=O)NNC(=S)NC(=O)C2CC2)c1
  1.2 | -1.2
69: O=C(Nc1ccc(S(=O)(=O)Nc2cnc3ccccc3n2)cc1)c1ccc(Br)o1
  -2.1 | 1.4
70: C[C@H](NC(=O)N1CCn2c1nc1ccccc12)C(=O)NCc1ccc(F)cc1
  0.88 | -0.6
71: CC(=O)Nc1ccc2nc(NC(=O)COc3ccccc3Cl)sc2c1
  -0.67 | -1.1
72: C=CCNC(=O)C1CCC(C(=O)NCC=C)CC1 (stereo not given)
  1.6 | -3.2
73: CCN1/C(=C2/SC(=S)NC2=O)Sc2ccccc21
  1.6 | 0.0
74: Clc1ccc(Cn2ccc(C3CC3)n2)cc1
  -0.03 | -2.1
75: COc1ccc(CCNC(=O)CSc2nnc(Cn3c(=O)sc4ccccc43)n2C)cc1OC
  / | -1.9
76: CN1CCN(CCC(=O)Nc2ccccc2)CC1
  -0.56 | -0.9
77: COc1cccc(N2C(=O)CC(N3CCN(S(=O)(=O)c4ccccc4)CC3)C2=O)c1 (stereo not given)
  -2 | -0.5
78: O=C(COC(=O)C1CCCCC1)Nc1ccc(N2CCCCC2)cc1
  -1.8 | -0.3
79: Cc1ccc(C(=O)NCCn2c(N)c(C#N)c3nc4ccccc4nc32)cc1
  -0.47 | 0.0
80: CCN(CC)S(=O)(=O)c1ccc(/C=C/C(=O)OCC(=O)N(C)C)cc1
  1.7 | 0.2

Reformatted: two of the compounds above.
cpd	Kir21 block	STK33 kinase inh	structure
61	0.96	-1.4	CCN(C(=O)C1CCN(S(=O)(=O)c2cccc3nonc23)CC1)c1ccccc1
62	0.99	0.1	O=C(c1cc2nc(-c3ccco3)cc(C(F)(F)F)n2n1)N1CCCCCC1

More compounds follow:
Values run as follows: Kir21 block | STK33 kinase inh
81: Cc1ccc(C(=O)CC(=O)c2ccccc2C)c(O)c1
  0.16 | -1.7
82: COC(=O)c1ccc(C(=O)NN)cc1
  0.03 | 1.5
83: N#Cc1ccc(CN2CCN(CC(=O)Nc3ccccc3C(=O)NC3CC3)CC2)cc1
  / | -1.0
84: CCOCCCn1c(=S)[nH]c2ncccc2c1=O
  -0.11 | -0.2
85: Cc1nn(CCc2nn[nH]n2)c2nc(-c3ccccc3)cc(C(F)(F)F)c12
  1.1 | -0.5
86: CCN1CCN(C(=S)c2ccc(SC)cc2)CC1
  -0.73 | -1.7
87: CN(CC(=O)Nc1c(Cl)cccc1Cl)C(=O)Cc1ccc2c(c1)CCC2
  -0.82 | -2.0
88: COc1ccc(C#Cc2c(-c3ccc(OC)cc3)oc3ccc(-c4ccc(OC)cc4)cc23)cc1
  -0.93 | -1.4
89: COc1ccc(CCC(=O)Nc2cccc(S(=O)(=O)N3CCCCCC3)c2)cc1OC
  / | -0.9
90: COc1cc(OC)cc(C(=O)NC(C(=O)N2CCc3ccccc3C2)C(C)C)c1 (stereo not given)
  -0.13 | -1.7
91: Cc1ccc(C(=O)O/N=C(\N)Cc2cccs2)c(Cl)c1
  -0.32 | 2.1
92: CCCC(C)NC(C)C(=O)NC1CCCC1 (stereo not given)
  0.06 | 0.0
93: CCOC(=O)N1CCN(C(=O)Cn2nc(C)c3sc4ccccc4c3c2=O)CC1
  -0.83 | -1.7
94: NS(=O)(=O)c1cc(C(=O)OCC(=O)Nc2ccc(Cl)cc2[N+](=O)[O-])ccc1Cl
  1.2 | -0.8
95: Cc1cc2nccc(-c3ccncc3)n2n1
  0 | -0.1
96: COc1ccccc1CN1CCNC(=O)C1CC(=O)NCc1c(C)n[nH]c1C (stereo not given)
  0.83 | -0.8
97: Cc1ccc(NC(=O)Nc2nnc(Cc3ccc([N+](=O)[O-])cc3)s2)cc1
  -2.4 | -0.4
98: COc1ccc(S(=O)(=O)N2CCN(Cc3cc(OC)c(O)c(OC)c3)CC2)cc1
  -0.42 | 0.5
99: Cc1ccc2c(c1)-c1c(cnn1CC(=O)NC(C)CCc1ccco1)CO2 (stereo not given)
  0.25 | 0.8
100: CCn1c(NC(=O)/C=C/c2ccc(F)cc2)nc2ccccc21
  -0.73 | -0.9

Two entries from above, screen by screen.
70: C[C@H](NC(=O)N1CCn2c1nc1ccccc12)C(=O)NCc1ccc(F)cc1
96: COc1ccccc1CN1CCNC(=O)C1CC(=O)NCc1c(C)n[nH]c1C (stereo not given)
Screen / compound no. | 70 | 96
Kir21 block | 0.88 | 0.83
STK33 kinase inh | -0.6 | -0.8

Next structures follow.
Values run as follows: Kir21 block | STK33 kinase inh
101: Cc1ccc(NC(=O)c2ccccc2Cl)cc1-n1cnnn1
  0 | -1.6
102: Cn1c(C(=O)N2CCN(Cc3ccc4c(c3)OCO4)CC2)cc2c(=O)n(C)c3ccccc3c21
  -1.6 | 3.5
103: Cc1ccc(NC(=O)CCC(=O)Nc2nnc(C3CCCCC3)s2)cc1
  0.68 | -0.9
104: CC(C)c1ccc(N=C2N=C(N)c3ccccc32)cc1
  -4.5* | -0.9
105: Cc1nn(C)cc1S(=O)(=O)NCc1ccc2c(c1)OCO2
  2.1 | -2.9
106: O=C(O)c1cccc(N2C(=O)/C(=C/c3ccc([N+](=O)[O-])cc3)C=C2c2ccccc2)c1
  0.29 | 0.0
107: CSc1c(CC(=O)NCCO)n(C)c2ccccc12
  -0.12 | -0.8
108: Cc1ccc([C@@H]2[C@@H]3C(=O)N(C)C(=O)[C@@H]3[C@]3(C)C(=O)N(Cc4ccc(-c5ccccc5)cc4)CC(=O)N23)o1
  1.3 | 1.6
109: COc1cc(NC(=O)c2cc(-c3ccc4c(c3)OCO4)on2)cc(OC)c1OC
  -0.97 | -1.1
110: Cc1ccn2c(-c3csc(NCc4ccco4)n3)c(C)nc2c1
  0.63 | 0.8
111: COc1cccc(-c2nc(-c3ccncc3)no2)c1
  0.08 | 0.2
112: CCCCCCn1c(N2CCC(C)CC2)nc2c1c(=O)[nH]c(=O)n2C
  0.83 | -1.6

One compound at a time (already shown). Order of values: Kir21 block	STK33 kinase inh
COc1cc(NC(=O)c2cc(-c3ccc4c(c3)OCO4)on2)cc(OC)c1OC reads -0.97	-1.1
CCCCCCn1c(N2CCC(C)CC2)nc2c1c(=O)[nH]c(=O)n2C reads 0.83	-1.6

Screening data from PubChem.
